Source: PubChem BioAssay
Large T inhibition: SV40 large T antigen inhibitors, biochemical (AID 1903); 0.39% of 310,000 active; inhibition, % at 20 µM; hits with a dose series show IC50 in µM; SV40 large T antigen ATPase/helicase inhibition assay; higher % means a stronger effect; in the data active = a potency from the dose series; note: strong numbers were not always called active
Myeloid diff 2: promotes myeloid progenitor differentiation. calls only at 10 µM. ER-HoxA9 myeloid progenitors, lysozyme-GFP differentiation, flow cytometry. 1% of 360,000 active;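 active = normalized GFP-positive differentiation at or above the plate's own cutoff, the solvent-only control mean plus 3 SD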;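 note: cells exposed to compound for four days before flow analysis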
TNAP activation fold: human TNAP enzyme activators, primary screen, biochemical, luminescent, no phosphate acceptor, uHTS (AID 1001). purified TNAP, luminescent activation assay, no phosphate acceptor; higher activation fold means a stronger effect. activation fold at 20 µM, or EC50 in µM where a hit was titrated. 0.03% of 200,000 active; in the data active = activation fold from about 3, or a potency from the dose series; inactive = the rest, 99 in 100 with activation fold below about 1.6; note: many of its hits are not listed in these tables
MgcRacGAP inhibition: MgcRacGAP GTPase-activating activity inhibitors, confirmation, biochemical, ADP Hunter fluorescence; MgcRacGAP-stimulated Rac1 GTP hydrolysis, ADP Hunter fluorescence; higher % means a stronger effect; GST-tagged Rac1 F28L mutant substrate; inhibition, % at 30 µM, or IC50 in µM where a hit was titrated; 0.6% of 340,000 active; AID 624330;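 active = first-screen hits whose inhibition reached a set limit at any dose in the follow-up dose series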;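 note: fluorescence reports GDP produced by GAP-driven GTP hydrolysis; strong numbers were not always called active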
RSV antiviral HEp-2: RSV antiviral activity via CPE protection, HEp-2 cells, primary 10 µM value included (AID 2391); HEp-2 cells, RSV-induced CPE inhibition; higher % means a stronger effect; CPE inhibition, % at 10 µM; hits with a dose series show IC50 in µM; 0.13% of 310,000 active; in the data active = a potency from the dose series; note: strong numbers were not always called active
T cell HTS: T cell immune modulators affecting CD8 T cell-vesicle binding; 2C CD8+ T cell-vesicle binding, flow cytometry; stronger effect = lower value; calls only at 7 µM; 0.068% of 330,000 active;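 active = response, share of CD8 T cells binding vesicles, and their 90th percentile fluorescence all below set limits, cut at about 80% in these data, passing the limit was not always enough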
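incubation = binding step 1.5 h, 37 °C, antibody labelling 20 min, ice | test system = 2C mouse CD8+ T cells | read-out basis = percent CD8+ FL2 mean versus row control | controls = Peptide-free naked vesicles (low) and QL9 vesicles with 0.7% DMSO vehicle (high) | detection = flow cytometry of vesicle-bound cells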
PhoP inhibition: inhibitors of PhoP regulon expression, primary screen, Salmonella Typhimurium, GFP reporter (AID 1863); one-dose inhibition, % at 50 µM; IC50 in µM for titrated hits; S. Typhimurium PhoP-regulated promoter GFP reporter, 4 h; higher % means a stronger effect; 0.16% of 300,000 active;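 active = inhibition over 29.93%, a cutoff 3 SD above the screen mean, later confirmed by dose response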;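 note: 0% = low Mg2+ inducing control and 100% = high Mg2+ repressing control; strong numbers were not always called active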
NTR1 agonist: NTR1-driven beta-arrestin-GFP spot formation – imaging, U2OS cells, high content, primary screen (AID 493036) | P30989 | agonist mode | activation, % at 20 µM | 0.17% of 330,000 active;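 active = activation at or above 40% of the spot to cytoplasm intensity ratio, with at least 20 cells analyzed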;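 note: 0% = DMSO without peptide and 100% = 100 nM NTR1 peptide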
Target sequence (P30989 whole entry, looked up): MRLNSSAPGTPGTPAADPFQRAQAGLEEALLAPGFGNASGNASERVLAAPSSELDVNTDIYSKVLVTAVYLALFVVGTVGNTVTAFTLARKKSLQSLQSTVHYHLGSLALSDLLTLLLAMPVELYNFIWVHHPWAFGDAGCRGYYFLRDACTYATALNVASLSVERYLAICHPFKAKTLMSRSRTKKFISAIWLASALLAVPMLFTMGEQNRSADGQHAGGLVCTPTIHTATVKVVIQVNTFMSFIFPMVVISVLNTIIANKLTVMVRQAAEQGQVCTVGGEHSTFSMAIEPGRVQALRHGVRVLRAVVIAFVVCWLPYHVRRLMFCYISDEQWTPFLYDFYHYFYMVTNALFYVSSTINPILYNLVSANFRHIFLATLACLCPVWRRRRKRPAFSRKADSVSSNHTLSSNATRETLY
K1F lysis inhibition: protection from phage-mediated lysis, alamar blue read-out – E. coli UTI89, K1F phage, bacterial capsule biogenesis inhibitors (AID 488966); inhibition, % at 100 µM; hits with a dose series show IC50 in µM; E. coli UTI89 K1F phage lysis, alamar blue, 2 h; higher % means a stronger effect; 0.02% of 340,000 active;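 active = phage lysis inhibition, versus mean bacterial control, above a set limit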;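 note: capsule biogenesis inhibitors block K1F phage lysis so surviving cells raise fluorescence; higher fluorescence means more inhibition of phage lysis; actives were called in the ten point dose series up to 300 µM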
T cell HTS vesicle-bound %: also measured in T cell HTS; calls as there; double positive events, %; measured here: CD8+ vesicle-bound cell fraction;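 binding gate set so that unloaded-vesicle control wells show 10% double positive cells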
NTR1 agonist cell count 20 µM: further read-out of NTR1 agonist, marked with its call; cell count; measured here: cell count, cytotoxicity flag
Myeloid diff 2 GFP+ MAC1+ %: also measured in Myeloid diff 2; calls as there; GFP+ MAC1+ double positive, %; measured here: differentiation confirmed by MAC1 staining
Numbers without * were called inactive; i = inactive; · = no result given; [ ] = another dose, or the depositor's remark.

Molecule,Large T inhibition,Myeloid diff 2,Myeloid diff 2 GFP+ MAC1+ %,TNAP activation fold,MgcRacGAP inhibition,RSV antiviral HEp-2,T cell HTS,T cell HTS vesicle-bound %,PhoP inhibition,NTR1 agonist,NTR1 agonist cell count 20 µM,K1F lysis inhibition
O=C(NNC(=O)c1csc(-c2cccnc2)n1)c1ccccc1,11.6%,i,0.6,·,-8.5%,1.4%,i,32.8,-8.0%,0.4,52,-1.6%
CCc1cc(=O)[nH]c(SCC(=O)N2CCC(Cc3ccccc3)CC2)n1,9.9%,i,1.1,·,2.0%,-1.6%,i,34.4,-5.5%,-0.4,93,0.5%[50 µM]
Cc1cc(C(=O)N=Nc2c(O)n(C(C)C)c3ccccc23)n[nH]1,18.9%,i,1.1,1.4,-1.0%,3.4%,i,37.8,6.3%,3.9,62,0.1%
O=C(NC(=S)Nc1ccc(S(=O)(=O)Nc2nccs2)cc1)C1CC1,10.0%,i,0.7,·,2.4%,-0.1%,i,34.5,-12.4%,3.9,53,-0.4%
O/C(=C\c1ccc2ccccc2n1)c1ccncc1,9.6%,i,1.6,·,3.7%,12.7%,i,62.3,·,-1.5,97,3.5%
CCN(CC)C(=O)NCc1c(C)cc(C)cc1C,19.3%,i,0.2,1.1,-1.9%,0.2%,i,57.4,3.5%,0.6,51,0.0%
C/C(=N/NC(=S)Nc1ccccc1)c1ccc2c(c1)OCO2,11.8%,i,0.2,2,11.8%,3.6%,i,42.6,-9.4%,0.2,58,1.6%[50 µM]
O=C(CN1CCN(C(=O)CNC(=O)c2ccc3c(c2)OCO3)CC1)Nc1ccccc1Cl,·,i,0.2,·,4.7%,0.7%,i,39.3,·,2.0,65,0.4%[50 µM]
CN(C)S(=O)(=O)c1cccc(NC(=O)c2n[nH]c(=O)c3ccccc23)c1,8.8%,·,·,1,-4.2%,-0.5%,i,33.6,-3.5%,-0.1,60,0.3%
COc1ccc2nc(-c3ccc(F)cc3)sc2c1,20.0%,i,0.9,·,9.8%,15.7%,i,24.6,·,-6.1,76,0.4%
O=C(COC(=O)c1ccc([N+](=O)[O-])s1)c1ccc[nH]1,·,i,1.0,·,4.6%,·,i,44.8,·,0.4,56,-2.1%
CN(CC(=O)Nc1ccccc1Cl)C(=O)c1ccc(COc2ccccc2)cc1,10.6%,i,0.5,·,7.2%,7.2%,i,34.6,-3.1%,0.2,56,0.1%[50 µM]
COc1ccc(-c2noc(N3CCC(C(=O)Nc4cccc(OC)c4)CC3)n2)cc1,14.4%,i,2.3,·,10.3%,6.0%,i,39.4,·,2.0,57,1.3%
Cc1ccccc1-c1nc(CS(=O)(=O)CC(=O)N2CCOCC2)c(C)o1,8.7%,i,5.6,·,-0.7%,1.4%,i,4.9,-6.1%,0.3,58,-0.3%
Cc1cccc(NC(=O)CCC(=O)N/N=C/c2ccc(O)cc2O)c1,21.4%,i,0.3,·,62.8µM*,1.5%,i,3.2,1.4%,-0.8,83,0.2%
O=C(NCCc1ccccc1)c1cc(-c2ccc3c(c2)OCO3)on1,21.8%,i,7.8,1.2,6.1%,-1.1%,i,60.7,-8.1%,0.6,56,1.2%
O=C(c1cccs1)N1CC=C(c2ccccc2)CC1,·,i,0.4,·,12.3%,1.4%,i,33.1,·,-1.7,63,1.1%
O=C(CCCc1ccccc1)NCc1cccnc1,19.0%,i,1.9,1.1,5.9%,-0.6%,i,11.0,4.6%,-0.6,75,0.8%
Cc1ccc2c(CN3CCN(S(=O)(=O)c4ccc5c(c4)OCCO5)CC3)cc(=O)oc2c1C,10.5%,i,0.8,0.9,10.3%,5.0%,i,30.5,-0.4%,-0.2,107,-2.6%
Cc1cc(C)n2c(=O)c3ccc(Cl)cc3nc2c1C#N,0.0%,i,0.5,1.1,4.4%,0.8%,i,29.4,-6.4%,1.2,30,-0.8%
Cc1ccc(S(=O)(=O)N2[C@@H](c3ccc(Cl)c(Cl)c3)C(C(=O)O)=C[C@H]2C(C)(C)C)cc1,·,i,1.1,·,3.5%,·,i,11.2,·,1.7,88,0.1%
CSCCNC(=O)c1ccc2nc(C3CCCCC3)oc2c1,7.8%,i,0.4,·,9.8%,7.6%,i,56.6,-5.7%,0.4,56,0.1%
Cc1cc2ccccn2c1C(=O)Nc1ccccc1,4.2%,i,0.1,1.2,4.5%,2.4%,i,54.5,5.4%,-1.3,88,0.4%
COc1ccc(CC(=O)NC2CC2)cc1OC,5.9%,i,1.3,·,-0.7%,0.7%,i,48.6,2.0%,-1.2,80,0.0%
O=C(NN1C(=O)C2C3c4ccccc4C(c4ccccc43)[C@@H]2C1=O)c1ccccc1 (some centres undefined),8.7%,i,0.5,1.3,4.4%,1.8%,i,43.7,-17.6%,-0.3,39,2.8%
COc1ccc(C(c2nnnn2CC2CCCO2)N2CCN(c3ccccc3)CC2)cc1 (centres undefined),-8.0%,i,0.4,1.1,7.4%,0.5%,i,48.0,4.7%,-1.3,49,1.7%
Cc1cc(=O)oc(C)c1C(=O)Nc1ccc2nsnc2c1,-1.5%,i,0.3,1.1,3.2%,1.0%,i,52.5,4.7%,0.5,48,-0.2%
CCOC(=O)c1sc2nccc(OC)c2c1N=CNOC,16.7%,i,0.5,1.1,8.1%,0.8%,i,52.9,-6.2%,1.0,30,-0.3%
O=c1[nH]c(N2CCCCC2)nc2c1CCCC2,12.4%,i,1.3,1.1,-2.7%,2.0%,i,8.2,-2.0%,1.7,88,0.3%
COc1ccccc1N1C(=O)c2cccc3c(Cl)ccc(c23)C1=O,10.9%,i,3.2,·,14.0%,2.8%,i,61.7,2.8%,5.1,99,-0.2%
NNC(=O)c1nnn(-c2nonc2N)c1CN1CCCC1,-3.2%,i,0.5,·,11.1%,0.2%,i,47.6,14.0%,-1.6,64,-0.2%
Cc1onc(C(=O)Nc2ccccc2C(F)(F)F)c1[N+](=O)[O-],-1.9%,i,2.4,·,9.8%,0.7%,i,13.2,-7.9%,-1.0,68,0.0%
CCCc1cc(=O)oc2c3c(c4c(c12)OC(C)(C)C=C4)OC(C)C(C)C3O (centres undefined),5.0%,i,3.3,·,4.1%,·,i,41.1,-2.9%,30.4,83,-3.1%
CC1(C)Cc2cccc(OCC(=O)Nc3ccccc3C(F)(F)F)c2O1,27.8%,i,7.5,·,0.8%,14.7%,i,6.8,8.4%,4.9,73,1.1%[50 µM]
COc1cc(/C=C2\SC(N)=NC2=O)ccc1OCC(=O)Nc1ccc(C)cc1,9.5%,i,0.0,1.2,9.4%,0.2%,i,21.2,-22.2%,-0.4,59,5.8%
O=C(Cn1ccc2ccccc2c1=O)NCC(=O)N1CCN(c2ccc(F)cc2)CC1,4.9%,i,0.5,·,3.6%,2.3%,i,41.4,-0.5%,5.9,66,0.5%
Cc1ccc(S(=O)(=O)N(CC(=O)NCC2CCCO2)Cc2cccc(C)c2)cc1 (centres undefined),0.3%,i,1.0,·,4.1%,2.2%,i,36.7,2.5%,1.6,61,2.5%[50 µM]
CC(=O)c1ccc(OCC(=O)c2cc(C)n(-c3ccc4c(c3)OCO4)c2C)cc1,12.9%,i,0.5,1.1,10.3%,1.7%,i,23.2,19.1%,0.4,61,4.6%
Cc1ccc2cc3c(N)c4c(C)ccc(C)c4nc3nc2c1,1.7%,i,0.5,1.2,2.2%,·,·,·,4.3%,·,·,0.5%
C#CCOCCOCCOCCNc1nc(N2CCN(C(=O)[C@H](CCC(=O)O)n3cc(C(N)[C@H](C)CC)nn3)CC2)nc(N2CCN(C(=O)[C@H](Cc3cc4ccccc4[nH]3)n3cc(C(N)[C@H](C)CC)nn3)CC2)n1 (some centres undefined),11.8%,·,·,1.2,·,1.4%,i,38.2,-4.8%,-3.7,50,·
O=C(Cc1coc2ccc3ccccc3c12)N1CCN(c2ncccn2)CC1,18.9%,i,1.0,1.1,8.2%,4.8%,i,12.0,-10.6%,-0.5,79,0.5%
FC(F)(F)c1nnc(Nc2ccc(Cl)cc2)s1,19.6%,i,0.4,·,·,4.5%,i,28.5,-12.0%,0.6,48,·
Cc1ccc(-c2ccccc2)n1-c1ccc(C(=O)O)cc1,18.0%,i,0.1,1.1,4.2%,0.6%,i,46.5,-5.3%,-0.5,89,0.0%
CCOC(=O)N1CCN(c2ccnc3cc(Cl)ccc23)CC1,2.8%,i,2.4,·,6.9%,2.6%,i,10.2,3.0%,1.1,49,-0.3%
CC(C)c1ccc(NC(=S)N(C)CCc2ccccn2)cc1,16.4%,i,0.1,1.1,5.1%,13.4%,i,29.5,3.9%,0.3,52,1.2%
O=C(NCc1ccc(F)cc1)C1CCN(S(=O)(=O)c2cccc3nonc23)CC1,8.0%,i,0.5,·,4.6%,4.8%,i,27.1,-2.4%,0.1,44,0.1%
O=C1CC(N2CCC(Cc3ccccc3)CC2)C(=O)N1CCc1ccccc1 (centres undefined),7.9%,i,5.5,1,1.9%,13.3%,i,23.9,-3.4%,6.1,51,-0.1%
CCC(=O)c1ccc(OCC(O)CNCCc2ccc(Cl)cc2)cc1 (centres undefined),9.3%,i,0.5,·,7.0%,2.0%,i,63.4,-2.9%,6.3,84,0.3%
CSc1nc2ccccc2cc1/C=C(\C#N)c1ccccc1,-5.4%,·,·,1.1,8.1%,0.9%,i,47.3,5.5%,0.3,58,0.1%
C=CCOc1c(CNc2cccc(C(=O)O)c2)cccc1OCC,25.1%,i,8.6,1.1,7.5%,1.4%,i,43.3,-11.6%,2.0,54,2.6%
O=S(=O)(NCCC1=CCCCC1)c1ccc(OC(F)(F)F)cc1,4.6%,i,0.5,·,9.0%,15.4%,i,43.4,4.2%,2.9,74,-1.9%[50 µM]
COc1ccc(-n2nc(C(=O)NCC(=O)NCc3ccco3)c3ccccc3c2=O)c(OC)c1,15.8%,i,1.1,1.1,7.8%,1.5%,i,18.5,5.2%,-0.9,70,-0.1%
CCc1nc2sc3ccccc3c(=O)c2c(=O)n1Cc1ccco1,15.3%,i,1.2,1.1,7.4%,10.5%,i,3.2,2.9%,-1.2,83,-0.2%
Cc1ccc(C(=O)Oc2cc(N)n(S(=O)(=O)c3ccc(C)cc3)n2)cc1,2.1%,i,0.1,1.1,-39.5%,0.4%,i,50.4,-8.4%,0.4,77,1.0%
